Bioassay records deposited in PubChem BioAssay by several laboratories.
hgDAF-12 ag – hgDAF-12 agonism, primary luciferase screen. 370,000 compounds, 1.8% hits. AID 687014. activation, % at 6.8 µM. HEK293 GAL4-hgDAF12 UAS-luciferase reporter, agonist luminescence; normalized to butyrate control;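 active means activation above a cutoff set at the mean of all screened compounds plus 3 SD, cut at about 10% in these data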;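 further: 0% = DMSO wells and 100% = sodium butyrate wells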
DAX1 inh-1 – blocks DAX1 repression of SF-1 activated StAR promoter; HEK293T StAR-luciferase reporter, SF-1/DAX-1 repression relief; inhibition, % at 6.8 µM; 370,000 compounds, 1.1% hits; AID 652010;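 active means inhibition above the mean over all tested compounds plus 3 SD, cut at about 3.6% in these data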;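 further: 0% = DAX-1 cells with DMSO and 100% = cells lacking DAX-1 with DMSO; higher inhibition means more luminescence from relief of DAX-1 repression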
GC-A act – GC-A (human) enzyme activation | HEK293 GC-A cells, cGMP TR-FRET, EC30 ANP; 0% at EC30 ANP, 100% saturating ANP | activation, % at 10 µM | 370,000 compounds, 0.14% hits; in the data active means activation above about 40%
ssDAF12 agonist – activators of S. stercoralis DAF-12 nuclear receptor. HEK293 ssDAF-12/GRIP1 lit1-tk-luc reporter, luminescence; % of 3 µM dafachronic acid response. activation, % at 6.8 µM. 370,000 compounds, 1% hits. AID 652126;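 active means activation above the mean over all tested compounds plus 3 SD, cut at about 0.9% in these data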;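 further: 0% = DMSO-only wells and 100% = 3 µM delta7-dafachronic acid wells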
KLK7 zymogen act – activators of human kallikrein-7 zymogen | P49862 | purified proKLK7, EDANS-DABCYL substrate fluorescence; 100% is mature enzyme control, 0% vehicle | activation, % at 7 µM | 370,000 compounds, 0.9% hits | AID 652039;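 active means activation above the mean of all tested compounds plus 3 SD, computed per campaign excluding outliers beyond control limits, cut at about 13% in these data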
GC-B act – GC-B (human) receptor activation; P20594; HEK293-GC-B cells, CNP EC30, cGMP TR-FRET; 0% at EC30 CNP, 100% saturating CNP; activation, % at 10 µM; 370,000 compounds, 0.11% hits; AID 1920062;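 active means activation at 10 µM reaching about 35% in either raw or pattern-adjusted values, limit read from the data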
Target sequence (P20594 whole entry, looked up): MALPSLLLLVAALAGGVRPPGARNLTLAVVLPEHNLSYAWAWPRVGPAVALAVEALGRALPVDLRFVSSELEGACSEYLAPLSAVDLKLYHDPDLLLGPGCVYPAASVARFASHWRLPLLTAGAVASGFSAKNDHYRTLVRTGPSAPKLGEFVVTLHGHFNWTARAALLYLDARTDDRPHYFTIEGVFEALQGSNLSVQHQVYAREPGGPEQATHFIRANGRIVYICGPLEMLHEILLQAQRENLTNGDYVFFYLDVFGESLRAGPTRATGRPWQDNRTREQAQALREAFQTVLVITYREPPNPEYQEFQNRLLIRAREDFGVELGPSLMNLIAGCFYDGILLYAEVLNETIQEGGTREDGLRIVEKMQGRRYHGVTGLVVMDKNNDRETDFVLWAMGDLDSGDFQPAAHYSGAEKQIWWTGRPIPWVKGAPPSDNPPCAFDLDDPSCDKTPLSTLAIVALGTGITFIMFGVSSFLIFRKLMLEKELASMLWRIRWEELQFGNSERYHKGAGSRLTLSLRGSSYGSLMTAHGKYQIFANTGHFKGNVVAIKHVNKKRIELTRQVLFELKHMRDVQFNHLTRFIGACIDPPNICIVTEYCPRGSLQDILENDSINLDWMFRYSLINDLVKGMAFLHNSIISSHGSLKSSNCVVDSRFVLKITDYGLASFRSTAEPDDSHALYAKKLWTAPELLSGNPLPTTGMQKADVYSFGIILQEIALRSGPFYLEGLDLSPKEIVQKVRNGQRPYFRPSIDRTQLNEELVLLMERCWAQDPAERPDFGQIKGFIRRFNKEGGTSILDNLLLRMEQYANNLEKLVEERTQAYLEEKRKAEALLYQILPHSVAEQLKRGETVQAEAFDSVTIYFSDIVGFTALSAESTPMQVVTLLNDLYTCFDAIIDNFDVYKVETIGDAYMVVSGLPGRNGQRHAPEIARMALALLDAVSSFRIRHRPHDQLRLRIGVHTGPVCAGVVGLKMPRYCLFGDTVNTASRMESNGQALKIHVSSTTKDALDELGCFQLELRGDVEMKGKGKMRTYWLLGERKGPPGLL
sPLA2-III inh – Blocks human group III sPLA2 activity; QFRET BODIPY PC-A2 liposome hydrolysis, fluorescence; inhibition, % at 12.2 µM; 370,000 compounds, 0.56% hits; AID 743126;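 active means inhibition above mean plus 3 SD of compounds lying within the high and low control bounds, cut at about 19% in these data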;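 further: 0% = median of test compound wells and 100% = no enzyme DMSO wells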
GAA850 FXN act – activators of GAA850 frataxin (FXN) promoter | HEK293 lucGAA850 FXN promoter luciferase reporter, 24 h; percent of 10 µM SAHA response | activation, % at 6 µM | 360,000 compounds, 0.56% hits;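 active means activation above the average of all compounds screened plus 3 SD, cutoff fixed separately per campaign, cut at about 7.5% in these data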;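 further: 0% = DMSO wells and 100% = 10 µM SAHA wells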
hcDAF12 agonist – activates DAF-12 receptor from parasite H. contortus | HEK293 hcDAF-12 lit1-tk-luc reporter, luminescence; 0% DMSO, 100% Δ7-dafachronic acid | activation, % at 6.8 µM | 370,000 compounds, 1.4% hits;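 active means activation above the mean of all tested compounds plus 3 SD, cut at about 5.5% in these data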;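 further: 100% = response to 3 µM Δ7-dafachronic acid high control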
SMARCA2 activ – increases SMARCA2 function in MMTV reporter cells; activation, % at 9.1 µM; MG213 cells, MMTV-luciferase reporter, dexamethasone, overnight; AID 652017; 370,000 compounds, 1% hits; in the data active means activation above about 7.8%;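 further: 0% = vehicle wells and 100% = reference activator wells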
DAX1 inh-2 – inhibitors of human orphan nuclear receptor DAX1 (NR0B1); P51843; HEK293 Gal4-DAX1 luciferase reporter, luminescence; inhibition, % at 6.75 µM; 340,000 compounds, 0.99% hits; AID 504766;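 active means inhibition above the mean over all tested compounds plus 3 SD, cut at about 4.2% in these data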;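 further: 0% = DAX1-transfected cells with DMSO and 100% = empty-vector control cells with DMSO; inhibition shows as a rise in luminescence from relieved DAX1 repression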
An asterisk follows results filed as active; x = no result given. Hits appear at their usual frequency. Share with any hit: about 6.7%.

SMILES | hgDAF-12 ag | DAX1 inh-1 | GC-A act | ssDAF12 agonist | KLK7 zymogen act | GC-B act | sPLA2-III inh | GAA850 FXN act | hcDAF12 agonist | SMARCA2 activ | DAX1 inh-2
CCN(CC)C(=O)c1sc(NC(=O)Cc2cccs2)c(C#N)c1C | 0.2 | 0.1 | 22.1 | -1.3 | 0.0 | 26.8 | -7.0 | 3.2 | -0.5 | -3.8 | -1.2
CSC1=N/C(=C\c2cccc(Cl)c2)C(=O)N1N(C)C | -1.1 | -0.1 | 2.5 | -1.0 | 0.2 | -0.2 | -2.8 | -0.4 | 0.3 | -1.9 | -2.0
O=C(O)CCC(NC(=O)c1ccc(Cl)cc1)C(=O)O (configuration not stated) | 2.3 | 0.1 | -2.2 | -0.4 | 0.3 | 1.5 | -2.3 | 1.2 | -0.3 | 0.5 | 0.3
CN(C)S(=O)(=O)c1ccc(C(=O)NNC(=O)c2ccccc2-n2cccc2)cc1 | -0.7 | -1.0 | -0.7 | -0.7 | 0.5 | -1.0 | 0.6 | 2.2 | -1.3 | -0.1 | -0.2
CCN(CC)C(=O)CSc1nc(-c2ccccc2)cc(=O)[nH]1 | 1.0 | -0.3 | -1.0 | -1.1 | 0.2 | 0.8 | 1.3 | -0.3 | 0.2 | 0.8 | -0.9
CC1=NN(C(=O)c2c(Br)cnn2C)C(O)(C(F)(F)F)C1 (configuration not stated) | -0.7 | 0.9 | x | -1.0 | 0.0 | x | 1.2 | -0.9 | 0.1 | 1.8 | 0.0
CCOc1ccccc1CN1CCN(C2CCOCC2)CC1CCO (configuration not stated) | -2.5 | -0.2 | 3.1 | -1.1 | 0.5 | -0.1 | 0.0 | 0.3 | -0.8 | 6.3 | 0.5
Cc1nc(SCC(=O)Nc2cc(S(=O)(=O)N3CCOCC3)ccc2Cl)nc(C)c1C | -0.1 | 0.7 | 1.0 | -0.8 | -0.6 | 2.2 | -2.9 | 1.3 | -0.1 | -1.6 | 0.1
Cc1c(NS(=O)(=O)c2cc(C(=O)Nc3ccc(F)cc3Cl)ccc2Cl)c(=O)n(-c2ccccc2)n1C | -1.4 | -0.1 | -1.8 | -0.9 | 0.6 | -4.8 | -24.7 | 0.6 | -0.2 | 0.5 | -0.1
CCOc1ccc(NC(=O)Nc2nnc(CC(=O)NCc3ccccc3)s2)cc1 | 3.2 | -0.7 | 0.4 | -1.4 | -0.1 | 2.6 | -1.2 | -0.6 | -1.3 | -0.9 | -1.6

Next section; it opens with the 2 that closed the last part.
SMILES | hgDAF-12 ag | DAX1 inh-1 | GC-A act | ssDAF12 agonist | KLK7 zymogen act | GC-B act | sPLA2-III inh | GAA850 FXN act | hcDAF12 agonist | SMARCA2 activ | DAX1 inh-2
Cc1c(NS(=O)(=O)c2cc(C(=O)Nc3ccc(F)cc3Cl)ccc2Cl)c(=O)n(-c2ccccc2)n1C | -1.4 | -0.1 | -1.8 | -0.9 | 0.6 | -4.8 | -24.7 | 0.6 | -0.2 | 0.5 | -0.1
CCOc1ccc(NC(=O)Nc2nnc(CC(=O)NCc3ccccc3)s2)cc1 | 3.2 | -0.7 | 0.4 | -1.4 | -0.1 | 2.6 | -1.2 | -0.6 | -1.3 | -0.9 | -1.6
CSc1ncc(Cl)c(C(=O)NCc2cccnc2)n1 | -1.6 | -0.1 | -0.1 | -1.0 | 0.0 | 11.5 | -2.9 | 0.7 | 0.2 | -2.2 | -0.2
CC1CC1C(=O)N(C)CC(=O)Nc1ccc(Cl)c(C(F)(F)F)c1 (configuration not stated) | -1.2 | -1.0 | 1.7 | -1.3 | 0.5 | -2.2 | -1.0 | -1.9 | 0.2 | -0.3 | -1.2
Cn1nccc1C(=O)OCC(=O)Nc1ccccc1Cl | -0.8 | -0.1 | 3.3 | -0.8 | -0.1 | 3.5 | 4.3 | 0.0 | 0.6 | -2.4 | 2.0
Cc1ccc(OCC(=O)Nc2nnc(S(=O)(=O)N3CCCCC3)s2)cc1 | -0.4 | 0.0 | -22.9 | -1.1 | -1.4 | 2.4 | 2.3 | 2.6 | 1.5 | -0.2 | 1.2
C=CCc1ccc(OCCCN2CCCC(C)C2)c(OC)c1 (configuration not stated) | -0.7 | 0.0 | 1.9 | 0.5 | 0.0 | -2.7 | 0.2 | 1.3 | -1.1 | 1.1 | 0.5
O=C(O)CN1C(=O)/C(=C\c2ccccc2OCc2ccc(Cl)cc2Cl)SC1=S | -13.2 | -1.6 | 1.5 | -3.1 | 0.4 | 2.1 | -38.0 | -11.4 | -6.0 | -7.8 | -3.6
Fc1ccc(-c2csc(Nc3ccccn3)n2)c(F)c1 | 13.6* | 2.4 | 5.0 | 3.4* | 0.0 | -7.3 | -1.4 | 5.9 | 15.2* | 0.2 | 3.1
C=CCn1c(SCC(=O)N(CC)C2CCS(=O)(=O)C2)nc2ccccc2c1=O (configuration not stated) | -1.0 | 0.1 | 1.6 | -1.5 | 0.7 | -0.7 | 5.4 | -1.5 | -1.6 | 1.0 | 0.6
CCC(=O)Nc1ccc2c(c1)ncn2-c1ccccc1C | -2.2 | -0.6 | x | -1.5 | 0.8 | x | 1.9 | 1.5 | -2.0 | 7.4 | -0.7
CCOc1ccc(NC(=O)CN(C)C(=O)Cc2sc(C)nc2-c2ccc(F)cc2)cc1OCC | -0.4 | -1.2 | -0.9 | -0.8 | 0.2 | 2.2 | 0.8 | 0.5 | -2.1 | -1.9 | -0.2
COc1cc(/C=N/Nc2nc3ccccc3[nH]2)cc(OC)c1O | -5.8 | -1.5 | -4.6 | -1.9 | -8.7 | -5.9 | 4.7 | -5.7 | -4.1 | -3.4 | -2.0
CN(Cc1ccccc1)C(=O)c1ccc2c(c1)OCO2 | -0.2 | 0.1 | -1.9 | -1.7 | 0.6 | -3.0 | 5.5 | -0.7 | -0.7 | -2.2 | 0.4
CS(=O)(=O)N1CCCCC1c1cc(C(=O)NCc2ccccc2)no1 (configuration not stated) | -3.7 | 1.0 | -2.3 | -1.2 | 0.8 | 0.5 | 0.1 | -0.2 | -0.2 | -1.3 | x
O=C(NCCc1nc2ccccc2[nH]1)/C(=C/c1ccc2c(c1)OCO2)NC(=O)c1ccc(Cl)cc1Cl | 1.1 | -1.1 | -6.5 | 0.0 | -2.5 | -1.1 | -42.1 | -0.4 | -4.2 | 3.7 | -1.1
COc1ccc2[nH]c(=O)c(CN(CCCN3CCOCC3)C(=O)NCc3ccccc3)cc2c1 | 0.6 | 0.2 | -1.2 | -1.1 | 1.4 | -0.6 | -10.6 | -0.6 | -1.3 | 1.8 | -0.1
Cc1sc2nc(-c3cccs3)oc(=O)c2c1C | -0.4 | -0.4 | -4.2 | -0.8 | 0.2 | -2.9 | 0.0 | 1.4 | -0.1 | -0.2 | -0.8
COc1cc(Cl)c(C)cc1NC(=O)COC(=O)CCc1nc2ccccc2c(=O)[nH]1 | -0.6 | 1.2 | -3.3 | -1.6 | -0.1 | -13.6 | -10.1 | 1.9 | 0.4 | 4.3 | -0.1
Cc1c(C(=O)N(C)C)c2cc(Cl)ccc2n1O | -2.7 | -0.3 | -0.1 | -0.9 | -0.6 | -2.4 | -14.0 | -0.9 | -1.3 | 0.1 | -0.6
COc1cc(CCC(=O)N2CCN(c3ccccc3Cl)CC2)cc(OC)c1OC | -3.1 | -0.8 | -18.3 | -1.4 | -0.7 | -3.9 | 6.8 | 1.6 | -1.3 | -3.4 | -0.3
CSc1ccc(Cn2c(C)c(C(=O)NCc3cccc(Cl)c3)sc2=O)cc1 | -1.5 | -0.3 | -6.4 | -1.0 | 0.0 | -0.5 | -12.6 | -1.3 | -1.5 | -0.7 | x
CC(=O)c1cccc(N(CC(=O)N2CCCCC2)S(C)(=O)=O)c1 | -2.5 | -0.5 | 0.5 | -1.1 | 0.5 | 4.0 | 4.9 | -0.6 | -1.8 | -2.0 | -0.2
O=C(O)c1cc(S(=O)(=O)N2CCCCC2)ccc1Cl | 0.4 | 0.2 | 3.6 | -1.1 | -0.5 | -1.1 | 14.8 | 2.5 | 1.6 | -3.8 | -1.8
COc1cccc(OC)c1C(=O)NCC12CC3CC(C1)CC(CNC(=O)c1c(OC)cccc1OC)(C3)C2 | 1.4 | 0.3 | 1.5 | -1.3 | -0.4 | -1.7 | -3.4 | -2.3 | -0.6 | -0.2 | -1.9
COc1ccc(Cl)cc1-c1csc(N)n1 | 4.8 | 0.6 | -0.8 | -1.5 | 0.9 | 1.6 | 3.1 | -1.3 | -1.1 | -2.0 | -0.4
CC(Sc1nc(N2CCOCC2)c2c(c1C#N)CC(C)(C)OC2)C(=O)Nc1ccccc1 (configuration not stated) | 0.4 | -0.1 | -9.0 | -1.2 | 0.0 | -9.3 | 0.3 | -0.3 | -0.6 | -1.5 | 0.4
C=CCN(C(=O)CNC(=O)c1ccco1)C(C(=O)NC1CCCCC1)c1cccnc1 (configuration not stated) | -0.4 | 0.1 | 3.8 | -1.0 | -0.4 | 1.0 | 1.4 | 2.4 | -0.6 | -0.5 | 0.1
O=S(=O)(NCc1ccc(Cl)cc1)c1ccc(Br)cc1C1CC[C@@H](O)C1 (some centres not stated) | -0.6 | 0.5 | -8.1 | -0.8 | -0.8 | -2.6 | -11.0 | x | 0.5 | -3.7 | x
O=C(Cn1c(=O)c2cccn2c2ccccc21)NCc1cccc(F)c1 | -1.6 | -0.3 | -5.2 | -1.6 | 0.3 | -7.9 | -1.0 | 1.9 | -1.8 | -4.2 | 0.2
CCCc1nc(SCC(=O)Nc2nc3c(s2)CCCC3)c2ccccc2n1 | 5.9 | 0.0 | -1.0 | -0.9 | 0.6 | -1.9 | 0.7 | -1.9 | 3.9 | -2.1 | 2.3
Cc1nn(-c2ccccc2)c(C)c1NC(=O)COc1ccccc1C#N | -1.5 | -1.2 | 0.3 | -1.5 | 0.3 | -0.1 | 9.1 | -1.0 | -0.9 | 0.0 | -0.5
CCN(C(=O)COC(=O)CCc1ccc(OC)cc1)c1c(N)n(Cc2ccccc2)c(=O)[nH]c1=O | -1.4 | 1.1 | 0.6 | -1.2 | -0.1 | -3.8 | -7.3 | 0.4 | -0.2 | 4.2 | -0.3
Clc1ccccc1-c1nc(-c2ccc(Br)o2)no1 | 21.5* | 2.1 | 2.2 | 3.5* | -0.5 | -4.6 | 5.0 | 3.7 | 15.1* | 2.5 | 5.6*
CSCCC(NC(=O)COc1ccccc1)C(=O)N1CCN(c2ccccc2)CC1 (configuration not stated) | -3.1 | 0.3 | -1.9 | -1.2 | 0.2 | 2.9 | 7.7 | 0.9 | -2.0 | -0.6 | -0.2
O=C(OCc1nnc(-c2ccc(Cl)cc2)o1)c1ccc(=O)n(Cc2ccccc2)n1 | 3.8 | 1.4 | 0.5 | -0.9 | 0.6 | -2.3 | -3.3 | 0.0 | -0.5 | 1.7 | -0.5
S=c1nc2c(n[nH]1)c1ccccc1n2CCc1ccccc1 | -5.5 | 0.1 | -2.1 | -1.4 | 0.8 | -2.6 | 16.8 | 2.9 | -2.7 | -1.6 | -2.2
CN1CCc2c(sc3c2c(=O)n(-c2ccccc2)c2nnc(SCc4ccc(F)cc4)n32)C1 | -1.7 | 0.1 | 4.2 | -0.9 | 0.3 | -3.3 | 4.6 | 1.4 | -2.4 | 0.8 | 2.0
